Screening results: PubChem, several laboratories
CF NFkB block: cystic fibrosis NF-kB activation inhibition. KKLEB NF-kB-GFP reporter, PAF-induced, GFP fluorescence overnight. inhibition, % at 5 µM. hit rate 0.86% among 360,000. AID 588850;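 active = at least 50% inhibition at 5 µM, scaled per plate between neutral and stimulator controls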;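 also: PAF is a Pseudomonas aeruginosa culture filtrate used as stimulus; plate controls were PAF-stimulated DMSO wells for no effect and unstimulated DMSO wells for full effect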
TWEAK-Fn14 inh: inhibitors of TWEAK-Fn14 interaction signaling; TWEAK-stimulated Fn14 reporter cells, luciferase luminescence, 8 h; AID 1159606; inhibition, % at 10 µM; hit rate 2% among 360,000; in the data active = inhibition above about 50%
COUP-TFII inh: blocks human COUP-TFII nuclear receptor; P24468; HEK293T NGFI-A luciferase reporter, luminescence; inhibition, % at 8.6 µM; hit rate 0.7% among 370,000; AID 686940;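 active = inhibition above a per-plate cutoff, mean inhibition of test wells between control levels plus 3 SD, cut at about 38% in these data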;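 also: cells cotransfected with COUP-TFII expression vector driving the NGFI-A reporter; 0% = median of COUP-TF2 test wells and 100% = reporter-only cells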
LMP1 NFkB inh: inhibitors of Epstein-Barr LMP1-induced NF-kappaB reporter; LMP1-induced NF-kappaB luciferase reporter cells, luminescence; AID 504558; inhibition, % at 12.5 µM; hit rate 0.69% among 350,000; in the data active = inhibition above about 41%;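 also: 0% = neutral control wells and 100% = reference inhibitor control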
TROY NFkB inh: inhibitors of TROY-dependent NF-kB signaling. Q293 LMP1-TROYcd NF-kB luciferase reporter, 4 h. inhibition, % at 10 µM. hit rate 0.98% among 360,000. AID 1347056;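 active = compounds whose plate-normalised and pattern-corrected inhibition of the luciferase reporter signal at the single screening dose is 50% or more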
KKLEB tox: counter-screen for CF NF-kB inhibitors: cytotoxicity; activity change (cytotoxicity), % at 5 µM; KKLEB CF airway cells viability, ATPlite luminescence, overnight; active compounds read low; cells stimulated with P. aeruginosa culture filtrate; hit rate 0.36% among 360,000;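 active = corrected activity change at or below -50% at 5 µM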
NCOA1 inh: inhibitors of human steroid receptor coactivator 1 (SRC1); HEK293 GAL4-SRC1 luciferase reporter, luminescence; Q15788; inhibition, % at 3.6 µM; hit rate 0.12% among 360,000;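 active = inhibition above the campaign mean plus 3 SD, with each screening campaign given its own cutoff, cut at about 60% in these data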;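 also: 0% = DMSO treated cells and 100% = gossypol at 36 µM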
Target sequence (Q15788 whole entry, looked up, the tested form may be a part): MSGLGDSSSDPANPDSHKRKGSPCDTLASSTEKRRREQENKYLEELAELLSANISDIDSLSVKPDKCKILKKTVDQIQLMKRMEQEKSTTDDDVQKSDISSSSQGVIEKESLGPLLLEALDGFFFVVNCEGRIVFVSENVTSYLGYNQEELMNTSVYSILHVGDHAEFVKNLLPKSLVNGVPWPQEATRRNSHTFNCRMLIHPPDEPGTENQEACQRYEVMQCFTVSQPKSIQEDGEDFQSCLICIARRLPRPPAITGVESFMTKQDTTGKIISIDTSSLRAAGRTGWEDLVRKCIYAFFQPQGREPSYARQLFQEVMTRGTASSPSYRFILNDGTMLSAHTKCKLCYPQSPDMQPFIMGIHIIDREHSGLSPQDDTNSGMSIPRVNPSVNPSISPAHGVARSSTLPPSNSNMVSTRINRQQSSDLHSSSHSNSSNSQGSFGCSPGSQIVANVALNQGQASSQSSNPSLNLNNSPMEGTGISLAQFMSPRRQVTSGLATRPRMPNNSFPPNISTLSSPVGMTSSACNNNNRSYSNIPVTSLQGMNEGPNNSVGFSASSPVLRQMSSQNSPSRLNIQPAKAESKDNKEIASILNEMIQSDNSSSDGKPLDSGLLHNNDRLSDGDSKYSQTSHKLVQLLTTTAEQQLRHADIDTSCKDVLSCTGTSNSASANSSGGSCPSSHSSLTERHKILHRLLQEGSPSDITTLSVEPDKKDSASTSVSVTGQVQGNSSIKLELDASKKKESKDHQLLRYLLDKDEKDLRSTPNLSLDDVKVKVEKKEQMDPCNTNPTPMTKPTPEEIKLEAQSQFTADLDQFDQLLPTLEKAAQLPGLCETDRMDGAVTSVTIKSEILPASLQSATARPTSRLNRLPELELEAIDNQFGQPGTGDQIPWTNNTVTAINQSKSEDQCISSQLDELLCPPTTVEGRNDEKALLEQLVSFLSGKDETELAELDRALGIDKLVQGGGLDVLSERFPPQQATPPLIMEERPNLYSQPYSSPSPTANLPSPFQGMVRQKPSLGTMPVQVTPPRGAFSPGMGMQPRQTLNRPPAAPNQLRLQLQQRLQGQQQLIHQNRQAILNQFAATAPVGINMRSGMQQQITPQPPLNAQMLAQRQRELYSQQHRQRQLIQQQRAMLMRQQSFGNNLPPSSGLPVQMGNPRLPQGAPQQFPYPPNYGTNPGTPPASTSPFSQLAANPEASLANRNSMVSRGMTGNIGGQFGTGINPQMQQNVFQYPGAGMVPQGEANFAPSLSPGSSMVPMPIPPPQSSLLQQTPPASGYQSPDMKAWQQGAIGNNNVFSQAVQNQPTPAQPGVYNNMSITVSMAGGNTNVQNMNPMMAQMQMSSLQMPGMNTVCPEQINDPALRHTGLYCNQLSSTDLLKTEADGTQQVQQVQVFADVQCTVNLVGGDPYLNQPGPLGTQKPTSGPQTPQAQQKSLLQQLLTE
SRC3 inh: inhibitors of human steroid receptor coactivator 3 (SRC3). HEK293 GAL4-SRC3 luciferase reporter, luminescence. inhibition, % at 3.6 µM. hit rate 0.17% among 360,000. AID 588352;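 active = inhibition above a per-campaign cutoff, the mean of all compounds plus 3 SD, cut at about 60% in these data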;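 also: 0% = DMSO-treated cells and 100% = gossypol-treated cells at 36 µM; higher means less SRC3-driven luciferase light from the GAL4 reporter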
C8 TRAIL sens: sensitizes caspase-8 expressing cells to TRAIL | NB7+C8 cells + TRAIL, ATPlite viability luminescence | inhibition (viability loss, TRAIL sensitization), % at 10 µM | hit rate 1% among 360,000 | AID 624354;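 active = compounds causing at least 50% loss of cell viability in the single-dose screen, relative to plate controls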
Shn3 inh set2: Schnurri-3 reporter inhibition in Clone20 osteoblasts; hit rate 0.52% among 360,000; inhibition, % at 12.5 µM; Clone20 osteoblast Shn3 3'UTR firefly luciferase, 24 h;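 active = mean inhibition of at least 75% with every replicate also reaching 75%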;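 also: 0% = median of neutral control wells and 100% = pilot-screen positive control compound; some compounds past the cut are filed as inactive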
LRH-1 inv ag: suppresses constitutive activity of human LRH-1 | O00482 | HEK293T StAR-luciferase reporter, LRH-1 transfected, 24 h | inhibition, % at 3.6 µM | hit rate 0.13% among 360,000 | AID 602396;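 active = inhibition above the mean inhibition of all tested compounds plus 3 SD, cut at about 73% in these data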;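 also: 0% = DMSO wells and 100% = reporter-only cells lacking LRH-1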
Starred values were filed as active, the others as inactive; . = no result given; & = joins results of further samples. This is a subset; the hit share may differ from the screen's.

SMILES	CF NFkB block	TWEAK-Fn14 inh	COUP-TFII inh	LMP1 NFkB inh	TROY NFkB inh	KKLEB tox	NCOA1 inh	SRC3 inh	C8 TRAIL sens	Shn3 inh set2	LRH-1 inv ag
CCn1cc(C(=O)N2CC(C)CC(C)C2)c(=O)c2cc(S(=O)(=O)N(C)C)ccc21 (stereo not drawn)	-31	13	9	3	-7	15	-2	8	-1	14	7
O=C(NCCC1CCCCN1S(=O)(=O)c1ccccc1)C(=O)NCc1ccccc1F (stereo not drawn)	-11	3	11	4	2	15	1	11	8	9	-4
CC(c1cccs1)N(Cc1ccco1)C(=S)Nc1ccc(F)c(Cl)c1 (stereo not drawn)	9	-8	-6	4	-12	2	-12	2	-5	10	-6
O=C(CCCN1C(=O)/C(=C/c2cccs2)SC1=S)Nc1cc([N+](=O)[O-])ccc1O	2	-1	-8	-13	10	10	2	3	3	-17	5
O=C(Nn1c(-c2ccncc2)nc2ccccc2c1=O)c1ccc(Br)cc1	1	4	2	-5	18	-13	-19	13	8	16	0
COc1ccc(CC(=O)NNC(=O)COc2ccc(Cl)cc2C)cc1S(=O)(=O)N1CCOCC1	22	18	-16	-5	0	-12	-7	25	4	-29	16
Cc1cc(C(=O)N/N=C2\CC(=O)CC(C)(C)C2)c(C)n1-c1ccc(F)cc1	-9	-2	-4	-1	-15	-10	-8	-3	2	-8	-17
CS(=O)(=O)N(CC(=O)Nc1ccccc1Sc1ccccc1)c1cccc(Br)c1	-9	7	11	-12	-3	5	-18	20	4	-1	-12
Cc1cc(/C=C2/NC(=O)NC2=O)c(C)n1C	-12	-2	-11	-5	5	-14	-7	-4	3	11	9
COc1ccccc1N(CC(=O)NCc1ccccc1)C(=O)CCC(=O)Nc1cc(C)ccn1	-3	10	10	-15	-3	15	-163	2	4	11	5
COC(=O)[C@@]1(Cc2ccc(F)cc2)[C@H]2c3cc(C(=O)N4CCCC4)n(Cc4ccccc4)c3C[C@H]2CN1C(=O)c1ccccc1	.	7	14	.	12	.	.	.	7	.	14
Cn1c(=O)c2[nH]c(NCCCN3CCOCC3)nc2n(C)c1=O	24	-1	-11	-1	1	-8	-14	-12	-8	3	-21
COc1ccc(C2=CN(Cc3ccccc3)CCC2=O)cc1	36	10	-15	-3	-22	-10	-3	-38	-8	-29	-29
Cc1ccc(S(=O)(=O)N(C)C[C@H]2Oc3ccc(NC(=O)C4CCCCC4)cc3C(=O)N([C@H](C)CO)C[C@H]2C)cc1	10	-13	13	0	-13	-16	8	2	2	17	0
CCCC(=O)N1CC2(CCC)CN(C(=O)CCC)CC(CCC)(C1)C2=O	7	16	9	0	-3	-6	2	9	-12	2	9
CCOc1cccc2cc(C(=O)N3CCc4ccccc4C3)c(=O)oc12	4	14	-15	3	2	8	-9	-26	-1	6	13
Cc1c[n+]([O-])ccc1Oc1ccc([N+](=O)[O-])cc1	-12	-26	-1	1	4	4	-13	2	0	-15	1
CCS(=O)(=O)c1ccc(O)c(NC(=O)/C=C/c2ccc(Cl)cc2)c1	0	-5	2	-7	-17	0	3	6	-1	-24	-14
CCCOc1ccc(C2=CSC3=NCCN23)cc1[N+](=O)[O-]	-12	-30	-15	3	-16	6	8	13	1	1	10
Cc1ccc(C(=O)N2CCN(c3ccc(N4CCOCC4)nn3)CC2)cc1	-8	-8	3	-8	-19	4	-16	0	0	7	9
CC(NCCC1(Cc2ccccc2Cl)CCOC(C)(C)C1)c1cccs1 (stereo not drawn)	1	0	-4	3	4	3	-12	18	12	29	8
O=C(COC(=O)CCSc1ccc(Cl)cc1)Nc1ccc(F)cc1	-4	-7	-1	-15	-4	1	-41	-2	11	-1	1
OCCC1CN(Cc2cccc(F)c2F)CCN1CCc1ccccc1 (stereo not drawn)	-7	6	-5	-5	16	11	4	-12	17	2	1
CN(Cc1ccc(Cl)cc1Cl)C(=O)c1cc(=O)c2ccccc2o1	9	1	15	-11	-12	-2	4	1	-1	18	-32
CC(=O)Nc1ccc(NC(=O)CSc2nc3[nH]ncc3c(=O)n2-c2ccccc2)cc1	1	18	11	.	12	1	-4	3	-20	-8	7
Additional results follow.
SMILES	CF NFkB block	TWEAK-Fn14 inh	COUP-TFII inh	LMP1 NFkB inh	TROY NFkB inh	KKLEB tox	NCOA1 inh	SRC3 inh	C8 TRAIL sens	Shn3 inh set2	LRH-1 inv ag
CCOC(=O)c1csc(NC(=O)c2ccc(OC)c(OC)c2)n1	2	12	-20	-10	-13	2	3	19	-8	8	13
O=C(c1ccc2nc[nH]c2c1)N1CCN(c2cccc(Cl)c2)CC1	11	5	-9	3	11	20	-64	11	-5	9	-22
O=C(N/N=C/c1ccccn1)c1ccc(Br)cc1	6	-42	-9	-9	15	-4	-88	-37	49	4	-81
CCC(CC)CN1CCC(CN2C(=O)C(=O)NC[C@@H]2CC(C)C)CC1	-15	2	-15	.	-4	-10	6	23	-13	3	31
CCC(C(=O)NC(C)c1ccccc1)C(=O)NC(C)c1ccccc1 (stereo not drawn)	-6	21	-22	6	-12	11	8	-4	14	-7	15
CCNC(=S)N/N=C1\C(=O)c2cccc3cccc1c23	-28	-27	9	0	-34	4	5	9	-7	9	16
Cc1cc(-c2nnc(CCC(=O)NC(c3ccccc3)c3ccccc3)o2)no1	9	-42	-33	-22	-61	-6	-23	-13	0	-51	-15
CCOC(=O)c1cc(C(=O)NC(C)c2ccccc2)c(C)[nH]c1=O (stereo not drawn)	-10	1	-17	-5	-4	15	16	4	-1	-15	12
NCCCC[C@@H]1NC(=O)c2cc([N+](=O)[O-])cc(I)c2SC[C@@H](C(N)=O)NC(=O)[C@H](CCC(N)=O)NC1=O	-9	-24	-13	3	-11	5	8	6	-4	-19	5
CCCC(=O)N1CCC1(C)C(=O)Nc1ccc2nccnc2c1 (stereo not drawn)	-26	1	3	.	-2	3	20	15	-19	8	27
Cc1nn(-c2ccc(F)cc2)c(N)c1C1(O)C(=O)Nc2ccccc21 (stereo not drawn)	8	7	13	-9	0	9	-5	-1	-6	-5	17
Cc1nn(-c2ccccc2)c(N)c1C(O)(CC(=O)C(F)(F)F)C(F)(F)F (stereo not drawn)	0	4	7	3	2	9	-4	4	-3	-15	-17
COCCCN1C(=O)C(=O)/C(=C(/O)c2ccc(S(=O)(=O)N3CCOCC3)cc2)C1c1ccc(OC)cc1 (stereo not drawn)	-12	-13	0	3	-13	7	-2	-18	16	-1	-9
O=[N+]([O-])c1cccc(-c2ccc(/C=N/NC(=S)Nc3cccc(F)c3)o2)c1	-76	-10	-17	10	-4	24	-2	5	6	-3	8
C=CCn1c(-c2cccc([N+](=O)[O-])c2)n[nH]c1=S	-14	11	12	-3	4	9	1	7	0	4	4
CCCn1c(SCC(=O)NC(=O)NC(C)(C)C)n[nH]c1=O	-11	-1	-10	0	-7	0	2	6	-9	-9	15
O=C(NCc1ccccc1CN1CCCC1)C1CCN(C(=O)c2ccc(Cl)cc2)CC1	-3	-5	-12	13	1	2	9	-4	20	10	0
O=C(NC1CCCCC1)c1cc2c(cc1Cl)N1CCCCCC1=NS2(=O)=O	18	4	-4	-1	-4	-3	-14	4	1	9	-10
CNC(=O)C(C)N1c2cccc3cccc(c23)S1(=O)=O (stereo not drawn)	-15	-12	-7	-2	-20	18	0	9	-5	4	-4
Cc1ccccc1N1CCN(C2CCCN(C(=O)CCC3(C)CC3)C2)CC1 (stereo not drawn)	6	-2	-11	6	-3	3	-2	0	8	9	-1
CCOc1ccc(/C=C/C(O)=C2/C(=O)N(C)C3(C)CC2c2ccccc2O3)cc1OC (stereo not drawn)	47	30	3	6	19	-14	5	28	6	-31	7
N=C(N)SCc1nc2ccccc2c(=O)n1-c1ccccc1	-16&-23	-6&-6	6&22	-8&-10	-17&-31	-11&0	-28&-27	-17&-19	-9&22	-46&-6	-19&-18
Cc1ccc(C(C)C)c(OCCCN(C)Cc2ccccc2)c1	10	11	10	3	8	-1	15	10	11	29	-3
Cc1ccc2nc(SCC(=O)NCc3ccc4c(c3)OCO4)nc(=O)n2c1	18	5	-16	4	-2	-27	-14	4	0	0	9
CC(=O)c1ccc(OCC(=O)Nc2ccc3c(c2)CCC3)cc1	-4	6	-4	-4	-25	18	-18	-1	-2	-12	-16
CCN(CC(=O)N1CCC(C(N)=O)CC1)S(=O)(=O)c1ccc(Cl)cc1	-5	2	-1	-3	12	-20	-7	15	6	11	-25
O=C(CCS(=O)(=O)c1cccc2nonc12)Nc1cccc2c1CCCC2	-5	2	13	-2	7	12	-5	5	-8	-4	20
COc1ccc(CNC(=O)COc2ccc(OC)cc2)cc1	0	17	-30	-4	-11	-5	5	-9	3	-7	0

Two of the compounds above, with each value named:
CCOc1ccc(/C=C/C(O)=C2/C(=O)N(C)C3(C)CC2c2ccccc2O3)cc1OC (stereo not drawn)
  CF NFkB block: 47 | TWEAK-Fn14 inh: 30 | COUP-TFII inh: 3 | LMP1 NFkB inh: 6 | TROY NFkB inh: 19 | KKLEB tox: -14 | NCOA1 inh: 5 | SRC3 inh: 28 | C8 TRAIL sens: 6 | Shn3 inh set2: -31 | LRH-1 inv ag: 7
N=C(N)SCc1nc2ccccc2c(=O)n1-c1ccccc1
  CF NFkB block: -16&-23 | TWEAK-Fn14 inh: -6&-6 | COUP-TFII inh: 6&22 | LMP1 NFkB inh: -8&-10 | TROY NFkB inh: -17&-31 | KKLEB tox: -11&0 | NCOA1 inh: -28&-27 | SRC3 inh: -17&-19 | C8 TRAIL sens: -9&22 | Shn3 inh set2: -46&-6 | LRH-1 inv ag: -19&-18

Two successive entries out of the list so far, for reference:
SMILES	CF NFkB block	TWEAK-Fn14 inh	COUP-TFII inh	LMP1 NFkB inh	TROY NFkB inh	KKLEB tox	NCOA1 inh	SRC3 inh	C8 TRAIL sens	Shn3 inh set2	LRH-1 inv ag
O=C(NCc1ccccc1CN1CCCC1)C1CCN(C(=O)c2ccc(Cl)cc2)CC1	-3	-5	-12	13	1	2	9	-4	20	10	0
O=C(NC1CCCCC1)c1cc2c(cc1Cl)N1CCCCCC1=NS2(=O)=O	18	4	-4	-1	-4	-3	-14	4	1	9	-10
